# Screens (PubChem)
# Mcl1 Noxa PPI: disrupts binding of human Mcl-1 to Noxa peptide; 220,000 compounds, 1.5% hits; Q07820; AID 1022; TR-FRET Mcl-1/Noxa peptide binding, 2 h; inhibition, % at 21.7 µM;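 active = compounds that cut the protein-peptide binding signal by more than 50% relative to plate controls in a single-dose test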;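 note: His-tagged Mcl-1 with rhodamine Noxa BH3 peptide and terbium anti-His antibody; 0% = Mcl-1 plus Noxa peptide wells and 100% = peptide-only wells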
# Target sequence (Q07820 whole entry, looked up): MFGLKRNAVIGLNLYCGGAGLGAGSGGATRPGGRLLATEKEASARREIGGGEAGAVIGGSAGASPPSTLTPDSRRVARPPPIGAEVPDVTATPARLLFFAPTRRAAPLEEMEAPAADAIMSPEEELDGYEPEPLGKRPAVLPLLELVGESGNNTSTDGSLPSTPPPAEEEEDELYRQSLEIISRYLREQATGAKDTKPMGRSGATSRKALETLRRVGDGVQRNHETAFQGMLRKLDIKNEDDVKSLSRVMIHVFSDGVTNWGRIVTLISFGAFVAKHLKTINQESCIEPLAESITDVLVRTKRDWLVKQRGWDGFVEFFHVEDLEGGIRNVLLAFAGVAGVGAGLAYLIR
# Bim-Bcl-XL: disrupts Bim peptide binding to human Bcl-XL; AID 1007; inhibition, % at 10 µM; Q07817; bead flow cytometry, fluorescence; 190,000 compounds, 0.04% hits
# Target sequence (Q07817 whole entry, looked up): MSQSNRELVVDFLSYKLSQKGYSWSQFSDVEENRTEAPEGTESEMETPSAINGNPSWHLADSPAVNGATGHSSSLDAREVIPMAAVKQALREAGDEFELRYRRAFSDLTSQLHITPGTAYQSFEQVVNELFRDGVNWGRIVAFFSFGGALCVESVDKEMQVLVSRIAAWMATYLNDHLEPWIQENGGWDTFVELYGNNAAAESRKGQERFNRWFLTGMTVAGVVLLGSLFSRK
# Bcl-W Bim block: disrupts Bim peptide binding to human Bcl-W | bead-based flow cytometry | inhibition, % at 10 µM | AID 952 | Q92843 | 190,000 compounds, 0.02% hits;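 note: 0% = bound tracer without compound and 100% = peptide blocker; higher means less fluorescent Bim peptide bound to Bcl-W beads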
# Target sequence (Q92843 whole entry, looked up): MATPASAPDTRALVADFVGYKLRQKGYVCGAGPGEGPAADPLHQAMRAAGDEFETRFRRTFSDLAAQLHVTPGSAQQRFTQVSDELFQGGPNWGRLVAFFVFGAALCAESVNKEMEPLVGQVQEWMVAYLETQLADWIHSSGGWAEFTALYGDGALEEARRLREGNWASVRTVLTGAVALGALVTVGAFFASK
# Bim-Mcl-1: human Bim-Mcl-1 interaction inhibition; inhibition, % at 10 µM; Bead-based flow cytometry, Bim peptide-Mcl-1 binding; Q07820; 190,000 compounds, 0.1% hits;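 note: 0% = no compound tracer wells and 100% = peptide blocker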
# Mcl1 Bid PPI: Mcl-1/Bid interaction inhibition; 220,000 compounds, 0.97% hits; AID 1021; inhibition, % at 21.7 µM; TR-FRET Mcl-1/Bid-Dy647 peptide binding, 1536-well;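 active = compounds that cut the binding signal by more than half at the single screening dose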;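 note: His-tagged Mcl-1 with europium anti-His antibody binding Bid BH3 peptide; 0% = Mcl-1 plus peptide wells and 100% = peptide-only wells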
# Bfl-1 Bim block: human Bim-Bfl-1 interaction inhibition | Bead-based flow cytometry, Bim-Bfl-1 binding inhibition | 190,000 compounds, 0.12% hits | Q16548 | inhibition, % at 10 µM;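 note: 0% = wells without compound plus tracer and 100% = blocker peptide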
# RGS7-Gao reg: regulators of human RGS7-Galphao interaction. binding response (% of control), % at 10 µM. Multiplexed bead flow cytometry, RGS7-Galphao binding; actives lie on both sides. AID 1439. 220,000 compounds, 0.35% hits; in the data active = binding response below about 49% or above about 150%; inconclusive = no clear call, values can overlap the other calls; inactive = in between;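 note: fluorescent Galphao held in activated GDP-AlF4 state binding bead-coupled RGS7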
# RGS4-Gao reg: human RGS4-Galphao interaction regulation; Multiplexed bead flow cytometry, RGS4-Galphao binding; actives lie on both sides; binding response (% of control), % at 10 µM; 220,000 compounds, 0.33% hits; AID 1415; in the data active = binding response below about 49% or above about 150%; inactive = in between;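 note: fluorescent Galphao activated with aluminum fluoride binding bead-coupled RGS4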
# Bim-Bcl-B: disrupts Bim peptide binding to human Bcl-B; Q9HD36; bead-based flow cytometry; inhibition, % at 10 µM; 190,000 compounds, 0.073% hits;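 note: 0% = tracer peptide without compound and 100% = reference inhibitor peptide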
# Target sequence (Q9HD36 whole entry, looked up): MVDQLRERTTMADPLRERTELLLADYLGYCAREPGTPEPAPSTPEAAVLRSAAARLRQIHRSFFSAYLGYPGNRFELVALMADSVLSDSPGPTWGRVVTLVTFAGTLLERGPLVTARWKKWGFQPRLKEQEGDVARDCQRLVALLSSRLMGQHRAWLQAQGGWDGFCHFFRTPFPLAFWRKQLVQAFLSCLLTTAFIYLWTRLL
# RGS8-Gao reg: modulates binding of RGS8 to human Galphao | 220,000 compounds, 0.34% hits | multiplexed bead flow cytometry; actives lie on both sides | response (percent of control binding), % at 10 µM | P09471 | AID 1423; in the data active = response below about 60% or above about 140%; inactive = in between;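 note: Galphao activated as the GDP aluminium fluoride complex binding bead-coupled RGS8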
# Bcl-2 Bim block: inhibitors of Bim-Bcl-2 interaction, human | P10415 | Bead-based flow cytometry, Bim peptide-Bcl-2 binding | inhibition, % at 10 µM | 190,000 compounds, 0.06% hits | AID 950; in the data active = inhibition above about 40%; inconclusive = no clear call, values can overlap the other calls;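 note: 0% = no compound wells with probe peptide and 100% = reference peptide inhibitor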
# The depositor's hits bear a star; ? = inconclusive; nt = not tested or not shown. Cut-off read from the data, not from the text of the source, unless noted: active = inhibition above about 40%.
smiles	Bim-Mcl-1	Mcl1 Noxa PPI	Mcl1 Bid PPI	RGS4-Gao reg	Bim-Bcl-B	Bfl-1 Bim block	RGS8-Gao reg	Bcl-2 Bim block	RGS7-Gao reg	Bcl-W Bim block	Bim-Bcl-XL
CC(=NCCCn1ccnc1)c1c(O)n(C)c(=O)n(C)c1=O	0	0	-18	97	-3	0	101	-2	99	-2	2
CCn1c(O)c(C=Nc2ccc(S(N)(=O)=O)cc2)c(=O)[nH]c1=S	-3	-15	-67	105	-3	0	106	-1	106	0	-2
Cc1cc(/C=C2\C(=O)NC(=S)N(C)C2=O)c(C)n1C1CCCCC1	-1	16	-14	104	-7	-5	103	-8	102	-5	-8
CCOC(=O)C1=C(N)Oc2cc(C)oc(=O)c2C12C(=O)N1c3c(cccc32)C(C)CC1(C)C (stereo not given)	-1	2	-32	96	-7	-7	100	-9	101	3	0
O=C1CC(c2ccccc2)CN1 (stereo not given)	nt	-14	-10	103	nt	nt	103	nt	?	nt	nt
CC(C)CCNC(=O)c1c(N)n(CC2CCCO2)c2nc3ccccc3nc12 (stereo not given)	0	20	23	101	-6	-9	101	-5	98	4	0
O=C(O)C12C3CCCC1C32c1ccccc1 (stereo not given)	4	5	-8	98	1	-3	101	3	101	0	0
CCN(CC)c1ccc(CC2C(=O)N(C)C(=O)N(C)C2=O)cc1	-5	22	-23	94	-6	0	100	0	97	-5	-7
COc1ccc(-n2c(C)cc(C(=O)C[N+]34CCN(CC3)CC4)c2C)cc1	0	15	6	101	-3	-5	101	0	105	0	1
CCC(=O)Nc1ccc(N2CCN(CC)CC2)c(Cl)c1	4	16	-12	98	-1	0	107	-3	99	0	0
CC(C)c1ccc(O)c(CN2CCN(c3ccccc3)CC2)c1	-4	-2	-24	106	-4	-10	105	-3	105	2	-6
Oc1ccc(Cl)cc1CN1CCN(Cc2ccccc2)CC1	-5	9	-1	94	-5	0	95	-2	97	-1	0
O=c1cc(C(F)(F)F)c2cc3c4c(c2o1)CCCN4CCC3	0	-71	-75	99	-8	-9	99	-8	100	4	0
CC(C)Oc1cc(-n2c(=S)[nH]c3ccccc3c2=O)c(Cl)cc1Cl	-2	-49	-110	107	-9	-13	84	-8	110	-2	-4
COc1ccc(OC)c([C@@H](O)[C@H](C)NC(C)(C)C)c1	-5	1	-4	93	-4	-1	99	3	96	1	-2
CCn1cc(C(=O)c2cccs2)c2ccccc21	-1	-6	-28	98	-6	-10	97	-7	98	2	0

# Some of these compounds in order of length of the SMILES, smallest number first:
smiles	Bim-Mcl-1	Mcl1 Noxa PPI	Mcl1 Bid PPI	RGS4-Gao reg	Bim-Bcl-B	Bfl-1 Bim block	RGS8-Gao reg	Bcl-2 Bim block	RGS7-Gao reg	Bcl-W Bim block	Bim-Bcl-XL
CCC(=O)Nc1ccc(N2CCN(CC)CC2)c(Cl)c1	4	16	-12	98	-1	0	107	-3	99	0	0
CC(C)c1ccc(O)c(CN2CCN(c3ccccc3)CC2)c1	-4	-2	-24	106	-4	-10	105	-3	105	2	-6
COc1ccc(OC)c([C@@H](O)[C@H](C)NC(C)(C)C)c1	-5	1	-4	93	-4	-1	99	3	96	1	-2
CC(C)Oc1cc(-n2c(=S)[nH]c3ccccc3c2=O)c(Cl)cc1Cl	-2	-49	-110	107	-9	-13	84	-8	110	-2	-4

# Carrying on.
smiles	Bim-Mcl-1	Mcl1 Noxa PPI	Mcl1 Bid PPI	RGS4-Gao reg	Bim-Bcl-B	Bfl-1 Bim block	RGS8-Gao reg	Bcl-2 Bim block	RGS7-Gao reg	Bcl-W Bim block	Bim-Bcl-XL
COc1ccc(C2CC(c3c(O)n(CCc4ccccc4)c(=O)[nH]c3=O)=NN2)cc1OC (stereo not given)	nt	-84	-224	93	nt	nt	97	nt	?	nt	nt
CCOc1cccc(=NC2CCCCC2)c2c(C)[nH]c(C)c12	nt	23	-120	103	nt	nt	100	nt	?	nt	nt
Cc1nn(-c2ccccc2)c(Cl)c1C1C(C#N)=C(N)Oc2c1c(=O)oc1ccccc21 (stereo not given)	-5	3	2	100	-10	-20	101	-11	100	-3	-10
CCC(=O)N1c2ccc(S(=O)(=O)CCC(=O)N3CCC4(CC3)OCCO4)cc2CC1C (stereo not given)	1	22	2	104	-7	-8	104	-5	106	0	-2
CCCCCCn1c(O)c(/C=N/N2CCCCCC2)c(=O)[nH]c1=O	nt	-10	-24	98	nt	nt	99	nt	?	nt	nt
CN1C(=O)C(=Cc2ccccc2OCc2ccc(C(=O)O)cc2)C(=O)N(C)C1=O	-2	1	-34	104	0	0	100	-1	98	-2	-1
O=C(Cc1ccccc1)Oc1cccc(N2C(=O)CCC2=O)c1	-5	5	-6	109	-16	-16	108	-14	111	-7	-6
CN(C(=O)Oc1ccc(C(=O)c2ccc(Cl)cc2)cc1)c1ccccc1	-1	12	-15	107	-4	-5	102	0	101	1	0
COc1ccc(OCC(=O)N2CCN(Cc3c[nH]c4ccccc34)CC2)cc1	-3	11	32	98	-12	-18	100	-10	99	-1	-8
C=C1C(=O)O[C@@H]2C[C@@H](C)[C@@H]3C=CC(=O)[C@@]3(C)[C@@H](O)[C@H]12	nt	-2	-23	100	nt	nt	96	nt	?	nt	nt
Cc1ccc(C(=O)O)cc1N=Nc1c(O)[nH]c(=O)[nH]c1=O	0	18	-18	102	-2	-6	99	-3	?	0	-4
O=c1[nH]c(=O)n(C2CCCCC2)c(O)c1C1NCCc2ccccc21 (stereo not given)	1	9	-49	106	-4	-7	103	-1	102	3	-22
COc1ccc(CCNCc2ccccn2)cc1OC	-2	7	14	93	0	-2	98	1	93	0	-3
CCOC(C(=O)OCCC[N+](C)(CC)CC)(c1ccccc1)c1ccccc1	0	-17	-34	94	-5	-8	99	-2	95	2	-8
S=C1Nc2ccccc2Sc2ccccc21	-4	20	-20	99	-24	2	98	-6	101	-2	-8
S=C=Nc1ccccn1	1	17	-62	100	-1	-4	101	-4	?	-4	-1
CN(C(=O)Oc1ccc(C(C)(C)C)cc1)c1ccccc1	0	1	-22	103	-2	-2	104	-2	100	2	-5
O=c1c2ccccc2nc(Cc2ccccc2)n1-c1ccc(O)cc1	1	-3	5	98	0	-5	101	-1	103	-1	0
Cc1ccc(-n2c(C)cc(/C=C3/C(=O)NC(=O)N(Cc4ccco4)C3=O)c2C)cc1	-8	-8	-18	99	-5	2	104	0	100	-4	-5
COc1ccc(CN2CCN(c3ccccc3)CC2)c(C)c1C	-84	17	-17	102	-26	-11	99	-13	98	3	-1
Clc1ccc(-c2nc3ccc(Cl)cn3c2CN2CCOCC2)cc1	-6	19	-2	101	-3	-3	99	0	100	-5	-9
O=C(c1ccc2c(c1)OCO2)C1CCCN(Cc2ccccn2)C1 (stereo not given)	-2	8	-41	102	-9	-12	106	-6	103	-5	-6
O=c1c2ccccc2nc(CNCc2ccco2)n1-c1ccc(F)cc1	-4	-11	-57	95	-8	-2	99	-3	99	-6	-6
O=C(Nc1ccc(F)cc1F)c1cccn(Cc2ccccc2)c1=O	-2	-4	-20	100	-8	-4	101	-3	?	-4	-4
COc1ccc(C)cc1NC1=NCCCS1	-3	21	-4	100	-1	-2	100	-2	99	0	-4
O=c1c2ccccc2nc(-c2ccccc2)n1-c1cccc(O)c1	5	8	-23	102	3	0	103	1	99	3	2
O=c1[nH]c(=S)n(-c2ccc(F)cc2)c(O)c1/C=N/N1CCOCC1	nt	4	-33	104	nt	nt	106	nt	?	nt	nt
COP(=O)(C#Cc1ccccc1)C(O)c1ccc(Br)cc1 (stereo not given)	nt	1	-1	108	nt	nt	103	nt	?	nt	nt
CC(Cc1ccccc1)NC(=O)NC(C)Cc1ccccc1 (stereo not given)	-2	6	-9	101	-6	-20	100	-14	102	3	-11
COc1cc(/C=C2\C(=O)NC(=O)N(c3ccccc3)C2=O)cc(OC)c1O	0	25	-4	99	-3	-4	100	-1	93	1	-4
COc1cc(C2SCC(=O)Nc3c2c(C)nn3-c2ccccc2)cc(OC)c1OC (stereo not given)	2	6	3	96	-5	-6	98	4	98	-4	1
Cn1c(C(=O)O)c(CC(=O)N2CCN(Cc3ccccc3)CC2)c2ccccc21	-1	6	-27	102	-8	-23	102	-6	99	0	-9

# By substructure: those above containing fluorine (4)
smiles	Bim-Mcl-1	Mcl1 Noxa PPI	Mcl1 Bid PPI	RGS4-Gao reg	Bim-Bcl-B	Bfl-1 Bim block	RGS8-Gao reg	Bcl-2 Bim block	RGS7-Gao reg	Bcl-W Bim block	Bim-Bcl-XL
O=c1cc(C(F)(F)F)c2cc3c4c(c2o1)CCCN4CCC3	0	-71	-75	99	-8	-9	99	-8	100	4	0
O=c1c2ccccc2nc(CNCc2ccco2)n1-c1ccc(F)cc1	-4	-11	-57	95	-8	-2	99	-3	99	-6	-6
O=C(Nc1ccc(F)cc1F)c1cccn(Cc2ccccc2)c1=O	-2	-4	-20	100	-8	-4	101	-3	?	-4	-4
O=c1[nH]c(=S)n(-c2ccc(F)cc2)c(O)c1/C=N/N1CCOCC1	nt	4	-33	104	nt	nt	106	nt	?	nt	nt

# Following part:
smiles	Bim-Mcl-1	Mcl1 Noxa PPI	Mcl1 Bid PPI	RGS4-Gao reg	Bim-Bcl-B	Bfl-1 Bim block	RGS8-Gao reg	Bcl-2 Bim block	RGS7-Gao reg	Bcl-W Bim block	Bim-Bcl-XL
OCC#CC[N+]1(CC#Cc2ccccc2)CCOCC1	1	11	-8	105	-1	0	103	2	102	0	2
Cc1cccn2c(=O)c3c(nc12)N1CCc2ccccc2C1C1(C3)C(=O)NC(=O)N(C)C1=O (stereo not given)	4	-12	-52	101	-4	-11	102	-3	96	1	-1
O=c1[nH]c(=O)n(CCC2=CCCCC2)c(O)c1C=Nc1cccc(F)c1	-2	3	3	100	-4	-2	102	-2	113	-2	0
CCN1C(=O)C(=C/C=C/c2ccco2)C(=O)N(CC)C1=S	-11	73*	47	95	-28	-4	95	-2	92	-8	-7
C[C@H]1CCCC(=O)CCC/C=C/c2cc(O)cc(O)c2C(=O)O1	4	9	-5	100	-3	-3	103	-12	102	3	-4
Cc1nc2cc(C(F)(F)F)ccc2n1C1CCN(Cc2nnnn2Cc2cccs2)CC1	-4	1	0	101	-4	-11	98	-7	98	-6	-9
O=C(COc1ccccc1)N1CCN(Cc2c[nH]c3ccccc23)CC1	1	34	68*	105	0	-4	101	0	98	0	-1
COC(=O)c1ccc(CN2CCN(Cc3ccccc3)CC2)cc1	5	10	2	104	1	1	99	0	101	2	1
CCCCn1c(N)c(N(CCOC)C(=O)CN2CC=C(c3ccccc3)CC2)c(=O)[nH]c1=O	-2	16	-50	99	-7	-3	102	-2	?	-3	-1

# Single records, as listed above. Values in the order: Bim-Mcl-1 | Mcl1 Noxa PPI | Mcl1 Bid PPI | RGS4-Gao reg | Bim-Bcl-B | Bfl-1 Bim block | RGS8-Gao reg | Bcl-2 Bim block | RGS7-Gao reg | Bcl-W Bim block | Bim-Bcl-XL
# `O=C(COc1ccccc1)N1CCN(Cc2c[nH]c3ccccc23)CC1` is listed as 1 | 34 | 68* | 105 | 0 | -4 | 101 | 0 | 98 | 0 | -1
# `COC(=O)c1ccc(CN2CCN(Cc3ccccc3)CC2)cc1` is listed as 5 | 10 | 2 | 104 | 1 | 1 | 99 | 0 | 101 | 2 | 1

# These rows are one share of the data (hit frequency here may not be typical).
